Abeta rescue: A-beta toxicity reversal in yeast. yeast expressing A-beta42, growth rescue, OD600, 48 h; response scale: 0% DMSO, 100% iron-clioquinol control. Potency, µM (titrated, usually from 46.1 µM), without a hit: top-dose growth rescue, most hits filed as activators. 0.063% of 410,000 active. AID 1347071; note: nearly all actives have a fitted effect of over 55% in size
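Growth rescue measured by 600 nm absorbance after 48 h yeast culture at 30 C with compound. Values normalized between DMSO and an equimolar ferric chloride plus clioquinol control.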
FUS yeast rescue: suppressors of FUS proteinopathy in yeast | S. cerevisiae FUS-expressing, growth rescue, OD600, 24 h | Potency, µM (highest dose often 76.6 µM), without a hit: top-dose growth rescue (activation), hits mostly activators | 0.24% of 390,000 active;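 note: plate controls were DMSO vehicle for no effect and reference control for full effect; nearly all actives have a fitted effect of over 55% in size; some results filed as inactive show a strong effect at the top dose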
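Read-out: OD at 600 nm after 24hr at 30C, reporting rescue of FUS-induced yeast toxicity. Cells at OD 0.005 in galactose (2%) minimal medium; compounds tested in a dilution series; CP55940 titration from 92uM final as control.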
Active calls of the source: *; ? = inconclusive; [ ] = another dose, or the depositor's remark. Calls come from the whole dose curve; as a rule, active = well fitted activation curve with a large enough effect; inconclusive = small, poorly fitted or top-dose-only effect; inactive = no such curve, though single readings can be large or run the other way. Potency is the fitted concentration of half-maximal effect. The list is partial; the hit share may differ from the screen's.

Fields: FUS yeast rescue	Abeta rescue
CCc1ccc(NC(=O)CCCc2nnc3n(CC(C)C)c(=O)c4sccc4n23)cc1
 : 6%	3%
Cc1ccc(NC(=O)c2nc(S(C)(=O)=O)ncc2N(Cc2ccc(C(C)(C)C)cc2)Cc2ccco2)cc1C
 : 37%	-1%
CCOC(=O)c1ccc(NC(=O)COC(=O)c2cn(CC)c3nc(C)ccc3c2=O)cc1
 : -8%	-11%
COc1ccc(CCNC(=O)CSCc2nc(-c3ccc(OC)c(OC)c3)oc2C)cc1OC
 : 0%	11%
CCOc1ccc(-c2noc(CSc3nnc(Cc4ccccc4)n3-c3ccc(F)cc3)n2)cc1
 : ?	17%
Cc1c(C(=O)NCc2ccccc2)sc2nc3n(c(=O)c12)CCCCC3
 : 14%	-11%
CC1CCN(C(=O)c2ccc3c(c2)N(Cc2ccccc2)C(=O)c2ccccc2S3(=O)=O)CC1
 : ?	5%
Cc1nn(C(C)(C)C)c(OC(=O)c2cccc(F)c2)c1Sc1ccccc1
 : 9%	-12%
CCOc1ccc(C2c3c(oc4ccc(C)cc4c3=O)C(=O)N2CCCN2CCOCC2)cc1 (centres undefined)
 : 12%	-4%
CCOc1ccc(NC(=O)CC2C(=O)N(c3ccc(OC)cc3)C(=O)N2CCC2=CCCCC2)cc1 (centres undefined)
 : 39%	-5%
CC(C)Cn1c(=O)c2sccc2n2c(CCCC(=O)NC3CCCCC3)nnc12
 : -7%	2%
CCCn1c2ccccc2c2cnn(CC(=O)NCC3CCN(Cc4ccc(F)cc4)CC3)c(=O)c21
 : -6%	11%
COc1ccc(CCn2c3c(c(=O)[nH]c2=O)C(NC(=O)c2ccc(Cl)cc2)(C(F)(F)F)C(=O)N3)cc1OC (centres undefined)
 : 19%	-10%
Cc1ccc(-c2nnc(Nc3cccc(Cl)c3)c3ccccc23)cc1S(=O)(=O)N1CCN(C)CC1
 : 9%	-16%
CCOc1ccc(-c2nnc(SCC(=O)c3ccc(Br)cc3)n2-c2ccccc2)cc1
 : 11%	-3%

Part of the list above in order of SMILES length, smallest number first.
Fields: FUS yeast rescue	Abeta rescue
Cc1c(C(=O)NCc2ccccc2)sc2nc3n(c(=O)c12)CCCCC3
 : 14%	-11%
Cc1nn(C(C)(C)C)c(OC(=O)c2cccc(F)c2)c1Sc1ccccc1
 : 9%	-12%
CCOc1ccc(-c2nnc(SCC(=O)c3ccc(Br)cc3)n2-c2ccccc2)cc1
 : 11%	-3%
CCOc1ccc(C2c3c(oc4ccc(C)cc4c3=O)C(=O)N2CCCN2CCOCC2)cc1 (centres undefined)
 : 12%	-4%
CC1CCN(C(=O)c2ccc3c(c2)N(Cc2ccccc2)C(=O)c2ccccc2S3(=O)=O)CC1
 : ?	5%
Cc1ccc(-c2nnc(Nc3cccc(Cl)c3)c3ccccc23)cc1S(=O)(=O)N1CCN(C)CC1
 : 9%	-16%
Cc1ccc(NC(=O)c2nc(S(C)(=O)=O)ncc2N(Cc2ccc(C(C)(C)C)cc2)Cc2ccco2)cc1C
 : 37%	-1%

More compounds:
Fields: FUS yeast rescue	Abeta rescue
Cc1ccc(C2=Nc3ccccc3NC(c3ccncc3)=N2)cc1
 : 11%	0%
COc1cccc(CNC(=O)C2=C(C)C(=O)OC23CCCCCC3)c1
 : 18%	6%
CC(=O)c1cc(-c2ccccc2)n(CC(=O)NCc2ccccc2C)c1C
 : -11%	-10%
CN(C)c1ccc(C(CNS(=O)(=O)c2ccc(F)cc2)N2CCOCC2)cc1 (centres undefined)
 : 9%	-15%
Cc1ccc(N2CCN(C(=O)Nc3cn(CC(C)C)c(=O)c4ccccc34)CC2)c(C)c1
 : -8%	-16%
Cc1cccc(NC(=O)/C(C#N)=C/c2ccco2)c1
 : 8%	4%
Cc1csc2nc(COC(=O)c3ccc(NC(=O)C(C)Oc4ccccc4)cc3)cc(=O)n12 (centres undefined)
 : 35%	-27%
COc1cc(CNC(=O)c2cnc(SC)nc2-c2ccccc2)cc(OC)c1OC
 : -6%	8%
COC(=O)c1ccc(OC)c(Cn2c(=O)n(-c3cccc(Cl)c3)c(=O)c3c2c2cc(C)ccc2n3C)c1
 : 7%	-2%
Cc1ccc(C)c(CNC(=O)c2ccc3c(c2)nc2n3CCC(C)C2)c1 (centres undefined)
 : -2%	-20%
N#Cc1c(NC(=O)c2cc3nc(-c4ccc(Br)cc4)cc(C(F)(F)F)n3n2)sc2c1CCCC2
 : -3%	-11%
CCOc1cc(-c2nnc(SCC(=O)NCc3ccc(C)cc3)nc2-c2ccc(OC)c(OCC)c2)ccc1OC
 : 37%	-3%
Cc1ccc(CN(C(=O)c2ccc(C(C)(C)C)cc2)c2ccccn2)o1
 : 28%	-22%
CCc1ccc(C(=O)c2cn(CC(=O)Nc3ccc4c(c3)OCO4)c3ccc(Cl)cc3c2=O)cc1
 : -20%	-12%
Cc1ccc(NC(=O)Cn2c(=O)c(C(F)(F)F)nc3ccccc32)c(C)c1
 : -7%	-8%
N#Cc1ccccc1NC(=O)C(=O)NCC(c1cccnc1)N1CCc2ccccc2C1 (centres undefined)
 : -20%	3%
CCc1nn2c(=O)cc(COC(=O)C3CCCCC3)nc2s1
 : 1%	-15%
O=C(NCc1ccccc1)C(=O)NCC(c1ccco1)S(=O)(=O)c1ccc(Cl)cc1 (centres undefined)
 : -8%	5%
CCOC(=O)COc1ccc(-c2nnn(CC(=O)Nc3ccccc3)n2)cc1
 : -12%	4%
O=C1CC(c2ccccc2)Cc2[nH]c(=O)c(-c3nc(-c4ccc(F)cc4)cs3)cc21 (centres undefined)
 : 9%	0%
O=C(NCCCCc1ccccc1)c1nn(-c2ccccc2F)nc1CO
 : 36%	-1%
COc1ccc(C2c3c(oc4ccc(C)cc4c3=O)C(=O)N2CCCN2CCOCC2)cc1OC (centres undefined)
 : 19%	-1%
COc1ccc(-c2cccc(NS(=O)(=O)c3ccc(NC(C)=O)cc3)c2)nn1
 : 15%	6%
COc1ccc(N(C(=O)c2ccccc2F)S(=O)(=O)c2ccc3c(c2)n(C)c(=O)n3C)cc1
 : -14%	-2%
CC(C)CCNC(=O)CN1C(=O)c2cccnc2Oc2ccccc21
 : -11%	3%
Cc1ccc(Nc2cc(C)nc3nncn23)c(C)c1
 : 1%	-11%
CCc1ccccc1NC(=O)c1nnn(CC(=O)Nc2c(C)cc(C)cc2C)c1N
 : -1%	-9%
CCc1ccc(N(CC)C(=O)c2cn(C)c(=O)c3cc(OC)c(OC)cc23)cc1
 : 23%	-11%
COC(=O)C(C)Sc1ncnc2c1c(-c1ccccc1)cn2-c1ccc(F)cc1 (centres undefined)
 : 33%	-14%
Cc1cc(N2CCCCC2)nc2ccc(NC(=O)/C=C/c3ccc(OC(C)C)cc3)cc12
 : 11%	-11%

Reprinted at random: 2 compounds from above
Fields: FUS yeast rescue	Abeta rescue
O=C(NCCCCc1ccccc1)c1nn(-c2ccccc2F)nc1CO
 : 36%	-1%
COc1ccc(-c2cccc(NS(=O)(=O)c3ccc(NC(C)=O)cc3)c2)nn1
 : 15%	6%

Later entries:
Fields: FUS yeast rescue	Abeta rescue
CC(C)NC(=O)c1ccc2c(c1)N(Cc1cccc(Cl)c1)C(=O)c1ccccc1S2=O (centres undefined)
 : -6%	2%
CCOc1ccc(CNC(=O)c2cnc3sc(N(CC)CC)nn3c2=O)cc1OC
 : 44%	-16%
COc1ccc(Nc2cc(C(=O)NCCc3ccc(C)cc3)c3ccccc3n2)c(OC)c1
 : -4%	-6%
O=C(COc1ccccc1)NCC(c1ccc(Cl)cc1)N1CCCCC1 (centres undefined)
 : 5%	0%
COCCn1c(SCC(=O)c2cc(C)ccc2C)nc2cc(C(=O)NC3CCCC3)ccc2c1=O
 : -3%	-7%
Cc1ccc(Cn2c(SCC(=O)NCc3ccccc3)nc3ccsc3c2=O)cc1
 : -4%	-12%
O=C(CSc1ccc2nnc(CCNS(=O)(=O)c3ccccc3)n2n1)Nc1ccccc1C(F)(F)F
 : 2%	-11%
O=C(CCS(=O)(=O)c1ccc(Br)s1)Nc1c(F)cccc1F
 : 25%	-44%
COc1ccc(NC(=O)c2oc3ccc(S(=O)(=O)N4CCCCC4)cc3c2C)cc1Cl
 : -12%	-7%
O=C(Cn1c(SCC(=O)Nc2ccc(F)cc2)nc2ccccc21)NCc1ccccc1Cl
 : 31%	-4%
O=C(CSc1oc(-c2ccccc2)nc1S(=O)(=O)c1ccc(Br)cc1)NC1CCCCC1
 : -6%	6%
O=C(Nc1ccccc1C(F)(F)F)c1ccc(F)c(S(=O)(=O)N2CCc3ccccc3C2)c1
 : 8%	?
CCOc1ccc(NC(=O)C(CC(C)C)N2Cc3ccccc3C2=O)cc1 (centres undefined)
 : 0%	-18%
CCC(=O)N1c2nc(-c3ccco3)nn2C2(CCCCC2)[C@@H]2CCCC[C@@H]21
 : 20%	-15%
O=C(CN1CCCN(Cc2cccc(F)c2)S1(=O)=O)Nc1ccc2c(c1)OCCO2
 : 27%	-2%
O=S(=O)(c1cccc(F)c1)N1CCC(c2nc3ccccc3s2)CC1
 : -16%	-14%
COc1ccc(OC)c(CCNC(=O)c2ccc3c(c2)N(Cc2ccc(C)cc2)CCS3)c1
 : 25%	15%
COc1ccccc1N1CCN(S(=O)(=O)CCNC(=O)COc2ccc(C(C)C)cc2)CC1
 : ?	?
Cc1ccc(-c2nnc(Nc3ccc(OCC(N)=O)cc3)c3ccccc23)cc1S(=O)(=O)N(C)C
 : 21%	-7%
CCOC(=O)N1CCN(Cc2nc3cc(NC(=O)c4ccc(F)cc4)ccc3n2C(C)C)CC1
 : 18%	-4%
COc1ccc(-c2cn3nc(N4CCC(C(=O)Nc5ccc(C)cc5)CC4)sc3n2)cc1
 : 10%	-8%
CC(C)NC(=O)C1CCN(c2nc3ccccc3nc2C(F)(F)F)CC1
 : 1%	-15%
Cc1ccc2c(CN3CCN(c4ccc(Cl)cc4)CC3)cc(=O)oc2c1
 : -12%	8%
Cc1ccc(C)c(N2CCN(C(=O)CN3C(=O)COc4ccc(S(=O)(=O)N5CCOCC5)cc43)CC2)c1
 : -13%	-14%
O=C(CSc1nc2c([nH]c3ccccc32)c(=O)n1-c1ccc(F)cc1)NC1CCCCC1
 : 0%	-5%
COc1cc(Cl)c(C)cc1NC(=O)Cn1ncc2c(=O)oc3ccccc3c21
 : -20%	-15%
CN(C)c1ccc(-c2nc(-c3ccco3)no2)cc1[N+](=O)[O-]
 : 4%	-8%
CC(=O)c1cccc(NC(=O)[C@H]2O[C@@H]3OC(C)(C)O[C@@H]3[C@H]3OC(C)(C)O[C@H]32)c1
 : -9%	-1%
COc1ccc(-c2nc(CNC(=O)NC3CCCCC3)c(C)o2)c(OC)c1
 : -20%	-5%
COc1cccc(CN2C(=O)c3ccccc3Sc3ccc(C(=O)NCCc4ccc(C)cc4)cc32)c1
 : -7%	23%
CC(=O)c1cccc(NC(=O)Nc2sc3nc4n(c(=O)c3c2C)CCC(C)CC4)c1 (centres undefined)
 : 6%	-10%
CCOc1ccc(-c2nonc2NC(=O)c2oc3ccc(C)cc3c2C)cc1OCC
 : 0%	-8%
Cc1nc(N2CCOCC2)c2c(C(=O)N(C)c3ccccc3)c(C)oc2n1
 : -10%	10%
Cc1cn(C)c(CC(=O)N2CCN(c3cccc(Cl)c3)CC2)c1C(=O)O
 : 35%	10%
Cc1ccc(OCC(=O)OCc2cc(=O)n3nc(-c4cccs4)sc3n2)cc1C
 : 12%	-14%
Cc1ccccc1CNC(=O)C1CCCN(S(=O)(=O)N(C)c2ccc(F)cc2)C1 (centres undefined)
 : -21%	0%
Cc1ccc(C)c(CN2C(=O)c3ccccc3S(=O)c3ccc(C(=O)NCCC4=CCCCC4)cc32)c1 (centres undefined)
 : 3%	4%
Cc1ccc(-c2cc(C(=O)Oc3ccccc3)c3cccc(C)c3n2)cc1
 : 34%	-7%
COC(=O)c1ccc(NC(=O)N2CCN(c3nnc(C)c4c(C)n(-c5ccccc5)nc34)CC2)cc1
 : 5%	0%
CCCCn1cc(S(=O)(=O)c2ccc(Cl)cc2)c(=O)c2cc(F)c(N3CCCCC3)cc21
 : -13%	-16%
COc1ccc(NC(=O)CCn2nc(-c3ccc(Cl)cc3)c3ccccc3c2=O)cc1
 : -13%	-4%
Cc1ccc(S(=O)(=O)c2cn(C)c3cc(N4CCN(c5ccccc5)CC4)c(F)cc3c2=O)cc1
 : 0%	7%
COc1ccc(C2C(C(=O)Nc3ccc(C)cc3C)=C(C)Nc3nc4ccccc4n32)c(OC)c1 (centres undefined)
 : -29%	2%
O=C(c1noc2c1CCCCC2)N1CCN(c2ccc(Cl)cc2)CC1
 : 38%	-15%
COC(=O)c1scc(-c2ccc(C)cc2)c1S(=O)(=O)Nc1c(C)cc(C)cc1C
 : -2%	-4%
COc1ccc(-c2cc(C(C)=O)c(C)n2CCC(=O)Nc2cccc(C)c2C)cc1
 : 3%	-4%
CCOC(=O)c1c(NC(=O)COc2cccc(C(F)(F)F)c2)sc2c1CCCCC2
 : 1%	-4%
COc1cccc2sc(N(Cc3cccnc3)C(=O)C3CCCCC3)nc12
 : 35%	-41%[inhibitor]
Cc1nc2cc(C(=O)NCCC3=CCCCC3)ccc2n1-c1ccc(Br)cc1
 : 25µM*	-34%[inhibitor]
